Screening results: PubChem, National Center for Advancing Translational Sciences (NCATS)
AmpC no deterg: blocks E. coli AmpC beta-lactamase in detergent-free assay; P00811; AmpC nitrocefin hydrolysis, absorbance 480 nm, 0.0001% Triton; Potency, µM (highest dose often 57.1 µM), for the others: top-dose activity change, negative = inhibition, actives largely listed as inhibitors; 0.52% of 330,000 active; AID 485341;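 also: plate controls were no compound for no effect and no enzyme for full effect; nearly all actives have a fitted effect of over 20% in size; some results filed as inactive show a strong effect at the top dose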
Target sequence (P00811 whole entry, looked up): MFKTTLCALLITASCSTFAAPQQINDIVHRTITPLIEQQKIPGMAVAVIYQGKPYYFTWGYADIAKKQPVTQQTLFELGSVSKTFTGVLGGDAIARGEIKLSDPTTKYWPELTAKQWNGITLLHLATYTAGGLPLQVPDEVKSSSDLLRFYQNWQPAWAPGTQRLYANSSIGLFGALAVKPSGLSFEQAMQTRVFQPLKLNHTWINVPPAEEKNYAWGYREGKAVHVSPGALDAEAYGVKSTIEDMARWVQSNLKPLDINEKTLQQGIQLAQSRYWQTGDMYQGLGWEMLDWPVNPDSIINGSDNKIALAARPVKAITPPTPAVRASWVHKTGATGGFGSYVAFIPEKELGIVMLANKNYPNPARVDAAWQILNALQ
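20 mM phosphate pH 7.0 + 0.01% (detergent screen) or 0.0001% Triton X-100; 5.3 nM AmpC reagent; cpd preinc 15 min RT; nitrocefin (800 uM stock) to start; A480 q20 s × 4 min; Activity was normalised to no-enzyme and no-compound control wells.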
TbPYK inhibitor: inhibitors of Trypanosoma brucei pyruvate kinase; AID 624173; 0.12% of 410,000 active; Potency, µM (highest dose often 76.8 µM), for the others: at the top dose activity, negative = inhibition, most hits filed as inhibitors; Q57TT1; TbPYK enzyme, Kinase-Glo Plus ATP luminescence, 45 min; also: nearly all actives have a fitted effect of over 50% in size
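T. brucei PYK with substrate was exposed to pin-transferred compounds across a concentration series, then started with 130 uM ADP (final). After 45 min at room temperature, Kinase-Glo Plus luminescence was read, normalized and curve-fitted.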
Starred values were filed as active, the others as inactive; [ ] = remark or other dose. Calls follow the shape of the dose curve; as a rule, active = well fitted curve in the direction sought with a large enough effect; inconclusive = small, poorly fitted or top-dose-only effect, or another doubt; inactive = no such curve, though single readings can be large; an effect the other way counts as inactive or inconclusive. Unless noted, % is scaled to controls: 0 for no effect and ±100 for the full control effect; potency is read from the fitted curve at half-maximal effect.

Results for O=C(NN=Cc1ccc(N2CCOCC2)s1)c1ccc([N+](=O)[O-])cc1 ?
AmpC no deterg: -19.7%; TbPYK inhibitor: -0.1%

What do the screens show for `C=CCn1c(SCC(=O)Nc2cc(C)on2)nnc1-c1ccccc1OC`?
AmpC no deterg: -15.0%; TbPYK inhibitor: -8.4%

How did Cn1cnnc1SCC(=O)NC1CC1 do in these assays?
AmpC no deterg: -2.7%; TbPYK inhibitor: 1.9%

How did CCc1ccc([C@H]2C(C(=O)O)=C[C@@H](C(C)(C)C)N2S(=O)(=O)c2ccc(C)cc2)cc1 do in these assays?
AmpC no deterg: -20.4%; TbPYK inhibitor: -2.4%

Results for CC(=O)c1c(C)[nH]c(C(=O)CN(C)CC(=O)Nc2ccccc2Cl)c1C ?
AmpC no deterg: -0.1%; TbPYK inhibitor: 6.5%

How did C[C@H](CO)N1C[C@H](C)[C@@H](CN(C)Cc2ccccc2)Oc2c(NS(=O)(=O)c3cn(C)cn3)cccc2C1=O do in these assays?
AmpC no deterg: 112.5%[activator]; TbPYK inhibitor: 1.9%

What do the screens show for `CCn1c(C)nc2cc(C(=O)NN=Cc3ccc([N+](=O)[O-])cc3)ccc21`?
AmpC no deterg: -27.4%; TbPYK inhibitor: -0.1%

How did O=C1CC/C=C\C[C@@H](CC(=O)N(CCO)Cc2ccccc2)C(=O)N[C@H](Cc2c[nH]c3ccccc23)CO1 do in these assays?
AmpC no deterg: 75.6%[activator]; TbPYK inhibitor: -0.3%

How did COC(=O)c1c(-c2ccccc2OC)sc2cc3c(cc12)OCO3 do in these assays?
AmpC no deterg: -9.8%; TbPYK inhibitor: 3.3%

What do the screens show for `CNC[C@@H]1Oc2c(NC(=O)Nc3ccc(F)cc3)cccc2C(=O)N([C@H](C)CO)C[C@@H]1C`?
AmpC no deterg: 125.3%[activator]; TbPYK inhibitor: -5.6%

Results for COc1cc(OC)cc(C(=O)NCC(=O)NCc2ccccn2)c1 ?
AmpC no deterg: -12.2%; TbPYK inhibitor: -0.8%

What do the screens show for `C=CC[C@@H](CC(=O)NCCO)C(=O)N[C@@H](COC(=O)[C@@H](CC=C)CC(=O)OC(C)(C)C)Cc1c[nH]c2ccccc12`?
AmpC no deterg: 247.2%[activator]; TbPYK inhibitor: -5.6%

What do the screens show for `C=CCC[C@@H](Cc1ccc(F)cc1)C(=O)OC[C@@H](Cc1c[nH]c2ccccc12)NC(=O)[C@@H](CC=C)CC(=O)N(CCO)Cc1ccccc1`?
AmpC no deterg: 10.3%; TbPYK inhibitor: 6.7%

Results for COc1cc(Cl)c(C)cc1NC(=O)CN1C(=O)C2CC=CCC2C1=O (stereo not drawn) ?
AmpC no deterg: -4.4%; TbPYK inhibitor: 0.6%

What do the screens show for `Cc1noc(C)c1S(=O)(=O)Nc1ccc2c(c1)C(=O)N([C@H](C)CO)C[C@H](C)[C@@H](CN(C)C(=O)Nc1ccc3c(c1)OCO3)O2`?
AmpC no deterg: 65.4%[activator]; TbPYK inhibitor: -2.7%

How did CCN(CC)S(=O)(=O)c1ccc(N2CCOCC2)c(NC(=O)c2cc(Cl)c3c(c2)OCO3)c1 do in these assays?
AmpC no deterg: 53.3%; TbPYK inhibitor: 0.0%

How did C[C@H](CO)N1C[C@H](C)[C@@H](CN(C)S(=O)(=O)c2cccs2)Oc2ccc(NS(=O)(=O)c3ccccc3)cc2CC1=O do in these assays?
AmpC no deterg: 165.7%[activator]; TbPYK inhibitor: -7.0%

How did CC(C)(C)NC(=O)CC1C[C@H](C(=O)N2CCOCC2)[C@@]2(C)c3[nH]c4ccccc4c3CCN2C1=O (stereo partly drawn) do in these assays?
AmpC no deterg: 27.7%; TbPYK inhibitor: 1.6%

How did O=C(Nc1nncs1)c1cc(-c2ccco2)nc2ccccc12 do in these assays?
AmpC no deterg: -21.6%; TbPYK inhibitor: -1.1%

How did CCOc1ccc(NC(=O)Cc2ccc(S(=O)(=O)N3CCCCC3)cc2)cc1OCC do in these assays?
AmpC no deterg: -5.4%; TbPYK inhibitor: 0.8%

How did CC(=O)c1cccc(NC(=O)COC(=O)Cn2cnc3ccccc32)c1 do in these assays?
AmpC no deterg: -4.6%; TbPYK inhibitor: -6.8%

What do the screens show for `COC(=O)c1ccc2[nH]c(C3(O)CCCCC3)c(C)c2c1`?
AmpC no deterg: -20.3%; TbPYK inhibitor: 3.0%

How did CC(OC(=O)c1cc(S(=O)(=O)N2CCOCC2)ccc1F)C(=O)NCC1CCCCC1 (stereo not drawn) do in these assays?
AmpC no deterg: 99.2%[activator]; TbPYK inhibitor: 3.5%

Results for O=C(CSc1nc2cc(Cl)ccc2s1)NCC1CCCO1 (stereo not drawn) ?
AmpC no deterg: 23.3%; TbPYK inhibitor: -17.1%

Results for CC(=NNC(=O)c1ccc(NS(=O)(=O)c2cccs2)cc1)c1ccc(OCC(N)=O)cc1 ?
AmpC no deterg: -40.3%; TbPYK inhibitor: -1.6%

What do the screens show for `Cc1ccc(S(=O)(=O)N2CCOCC2)cc1NC(=O)COC(=O)COc1ccccc1[N+](=O)[O-]`?
AmpC no deterg: -20.9%; TbPYK inhibitor: -0.1%

What do the screens show for `O=C(COC(=O)c1ccccc1Br)NC1CCCCCCC1`?
AmpC no deterg: -5.6%; TbPYK inhibitor: -2.6%

Results for COc1ccc(CNC(=O)COC(=O)C(CCSC)N2C(=O)c3ccccc3C2=O)cc1 (stereo not drawn) ?
AmpC no deterg: 0.6%; TbPYK inhibitor: 1.9%

Results for O=C(NNC(=O)c1ccccc1F)c1cccc(S(=O)(=O)N2CCc3ccccc32)c1 ?
AmpC no deterg: inconclusive; TbPYK inhibitor: 8.0%

How did Cc1noc(C)c1S(=O)(=O)N(C)C[C@H]1Oc2ccc(NS(=O)(=O)c3ccccc3)cc2C(=O)N([C@H](C)CO)C[C@@H]1C do in these assays?
AmpC no deterg: 173.7%[activator]; TbPYK inhibitor: 4.7%

What do the screens show for `Nc1cc(C(=O)OCC(=O)Nc2cccc(S(=O)(=O)N3CCOCC3)c2)ccc1Cl`?
AmpC no deterg: -26.4%; TbPYK inhibitor: 5.5%

How did O=C1c2ccccc2NC(c2ccc(-c3ccc(C(F)(F)F)cc3)o2)N1O (stereo not drawn) do in these assays?
AmpC no deterg: 0.4%; TbPYK inhibitor: -2.6%

What do the screens show for `COc1ccc(-c2sc3ccccc3c2-c2ccc(O)cc2)cc1`?
AmpC no deterg: -15.1%; TbPYK inhibitor: 2.8%

Results for CC1CCCC(NC(=O)CN2C(=O)NC(C)(c3cc(F)ccc3F)C2=O)C1C (stereo not drawn) ?
AmpC no deterg: 7.0%; TbPYK inhibitor: -4.3%

What do the screens show for `COc1ccc(-n2cnnc2SCC(=O)NC2CCCCC2)cc1`?
AmpC no deterg: -7.4%; TbPYK inhibitor: 2.9%

Results for C[C@H](CO)N1C[C@H](C)[C@@H](CN(C)C(=O)Nc2ccc3c(c2)OCO3)Oc2ccc(NS(=O)(=O)c3ccc(F)cc3)cc2C1=O ?
AmpC no deterg: -11.4%; TbPYK inhibitor: -1.9%

What do the screens show for `CC1(C)CC[C@]2(C(=O)O)CC[C@]3(CO)C(=CCC4[C@@]5(C)C[C@H](O)[C@H](O)[C@@](C)(C(=O)O)C5CC[C@]43C)[C@@H]2C1` (stereo partly drawn)?
AmpC no deterg: 1.7%; TbPYK inhibitor: -6.3%

Results for COc1ccc(-c2ccc3c(c2)S(=O)(=O)c2cccc(C(=O)N4CCN(c5c(Cl)cncc5Cl)CC4)c2C3=O)cc1OC ?
AmpC no deterg: 1.8%; TbPYK inhibitor: -5.9%

How did COc1ccc(CCNC(=O)COC(=O)/C=C/c2ccc(OC)cc2OC)cc1 do in these assays?
AmpC no deterg: -1.0%; TbPYK inhibitor: 2.9%

What do the screens show for `CC1CCCC(NC(=O)COC(=O)COc2ccc(C#N)cc2)C1C` (stereo not drawn)?
AmpC no deterg: -5.3%; TbPYK inhibitor: 1.6%

What do the screens show for `COc1c2ccc(OCC/C(C)=C/C(=O)C=C(C)C)cc2nc2occc12`?
AmpC no deterg: -0.3%; TbPYK inhibitor: -8.2%

What do the screens show for `CN(CC(=O)Nc1ccc(OC(F)(F)F)cc1)C(=O)Cc1cccs1`?
AmpC no deterg: 1.6%; TbPYK inhibitor: -4.1%

What do the screens show for `COc1ccccc1NC(=O)COC(=O)C1CCCC1`?
AmpC no deterg: -18.1%; TbPYK inhibitor: 3.8%

Results for COc1cc(C(=O)NC2CCN(C)CC2)ccc1Nc1ncc2c(n1)N(C1CCC(O)CC1)CCC(=O)N2C (stereo not drawn) ?
AmpC no deterg: -3.3%; TbPYK inhibitor: 0.7%

Results for CN(CC(=O)Nc1cccc(F)c1)CC(=O)N(C)c1c(N)n(Cc2ccccc2)c(=O)[nH]c1=O ?
AmpC no deterg: -8.8%; TbPYK inhibitor: -2.6%

How did C[C@H]1COC(=O)[C@@H](CC(=O)OC(C)(C)C)C/C=C\C[C@@H](CC(=O)N[C@H](CO)Cc2ccccc2)C(=O)N1 do in these assays?
AmpC no deterg: 133.3%[activator]; TbPYK inhibitor: 0.9%

Results for O=C(COC(=O)c1ccccc1O)Nc1ccc2ccccc2c1 ?
AmpC no deterg: -33.0%; TbPYK inhibitor: -3.6%

How did O=C(COC(=O)COc1ccc(Br)cc1)NCc1ccc2c(c1)OCO2 do in these assays?
AmpC no deterg: -24.3%; TbPYK inhibitor: 3.5%

What do the screens show for `CC(C)C(=O)N[C@@H]1c2ccccc2CC[C@H]1OCc1ccccc1`?
AmpC no deterg: 4.0%; TbPYK inhibitor: 0.5%

Results for Cc1cccc(NC(=O)CN(CC2CCCO2)C(=O)c2cc(S(=O)(=O)N(C)C)ccc2F)c1C (stereo not drawn) ?
AmpC no deterg: 62.6%[activator]; TbPYK inhibitor: -4.2%

How did CC1=CN(S(=O)(=O)c2ccc(C)cc2)C[C@@H]2[C@H]3CC[C@H](C3)[C@H]12 do in these assays?
AmpC no deterg: -21.2%; TbPYK inhibitor: -0.5%

Results for CCc1ccccc1C1=CC(=O)C[C@H](c2ccc(OC)cc2)C1 ?
AmpC no deterg: -40.4%; TbPYK inhibitor: -4.1%

Results for O=C(C[C@H]1C/C=C\C[C@H](NC(=O)OCC2c3ccccc3-c3ccccc32)C(=O)OC[C@H](Cc2ccccc2)NC1=O)N[C@H](CO)Cc1ccccc1 ?
AmpC no deterg: 95.5%[activator]; TbPYK inhibitor: -3.2%

Results for O=C(NCC(c1ccco1)N1CCCCC1)c1ccc([N+](=O)[O-])s1 (stereo not drawn) ?
AmpC no deterg: -27.2%; TbPYK inhibitor: -2.5%

How did Cn1ccnc1SCC(=O)Nc1ccc(SC(F)F)cc1 do in these assays?
AmpC no deterg: -18.4%; TbPYK inhibitor: -3.7%

Results for CCN(CC)C(=O)[C@H]1CC(CC(=O)NCCN2CCOCC2)C(=O)N2CCc3c([nH]c4ccccc34)[C@]12C (stereo partly drawn) ?
AmpC no deterg: 18.4%; TbPYK inhibitor: 1.1%

What do the screens show for `CCOC(=O)CCCCCC(=O)Nc1ccc2c(c1)CC(=O)N([C@@H](C)CO)C[C@H](C)[C@@H](CN(C)Cc1ccccc1)O2`?
AmpC no deterg: 287.9%[activator]; TbPYK inhibitor: 1.2%

What do the screens show for `COc1ccc(S(=O)(=O)Nc2ccc3c(c2)C(=O)N([C@@H](C)CO)C[C@H](C)[C@H](CN(C)S(=O)(=O)c2ccc(F)cc2)O3)cc1`?
AmpC no deterg: 174.2%[activator]; TbPYK inhibitor: 2.5%

Results for CCN(C[C@H]1N[C@@](Cc2ccccc2)(C(=O)OC)[C@H]2C(=O)N(Cc3ccccc3)C(=O)[C@@H]12)S(=O)(=O)c1ccccc1 ?
AmpC no deterg: -2.3%; TbPYK inhibitor: 4.1%

How did O=C(Nc1ccc(Br)cn1)c1cccc(S(=O)(=O)N2CCCC2)c1 do in these assays?
AmpC no deterg: -30.9%; TbPYK inhibitor: 0.0%

How did Cc1c(C(=O)OCc2nnc(-c3ccccc3)o2)oc2ccccc12 do in these assays?
AmpC no deterg: -1.4%; TbPYK inhibitor: 3.3%

How did C[C@H](CO)N1C[C@H](C)[C@@H](CN(C)CC2CCCCC2)Oc2c(NS(=O)(=O)c3ccccc3)cccc2C1=O do in these assays?
AmpC no deterg: 150.5%[activator]; TbPYK inhibitor: 1.7%

What do the screens show for `O=C(Cn1nnc(-c2ccccc2Cl)n1)Nc1cccc(S(=O)(=O)N2CCCC2)c1`?
AmpC no deterg: -34.4%; TbPYK inhibitor: 0.0%

In the list so far, these contain bromine.
What do the screens show for `O=C(COC(=O)c1ccccc1Br)NC1CCCCCCC1`?
AmpC no deterg: -5.6%; TbPYK inhibitor: -2.6%

How did O=C(COC(=O)COc1ccc(Br)cc1)NCc1ccc2c(c1)OCO2 do in these assays?
AmpC no deterg: -24.3%; TbPYK inhibitor: 3.5%

How did O=C(Nc1ccc(Br)cn1)c1cccc(S(=O)(=O)N2CCCC2)c1 do in these assays?
AmpC no deterg: -30.9%; TbPYK inhibitor: 0.0%

Only part of the results is shown, so the mix of outcomes need not match the whole.
